# Screening data: PubChem BioAssay, National Center for Advancing Translational Sciences (NCATS)
# Mm-Cpn inhibitor – blocks the Methanococcus maripaludis chaperonin Mm-Cpn; 0.031% of 330,000 active; Potency, µM (top dose mostly 76.9 µM), inactives show top-dose activity, negative = inhibition, usual class: inhibitors; purified Mm-Cpn ATPase, ADP Transcreener TR-FRET; AID 504842; note: potency is the fitted concentration of half-maximal effect; % is set by controls: 0 for no effect and ±100 for the full control effect; nearly all actives have a fitted effect of over 80% in size
#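 Quantitative HTS used 25 nM Mm-CPN and 10 uM ATP in magnesium/KCl Tris buffer, pH 7.4, with 1 mM DTT. Hydrolysis ran 30 min at 37°C; ADP was read by HTRF.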
# PTHR1 agonist – PTHR1 (human) receptor agonism; Q03431; HEK293 GP2 PTHR1 cells, GloSensor cAMP luminescence, 1 h; Potency, µM (highest dose often 115 µM), without a hit: at the top dose activation, most hits filed as activators; 0.075% of 410,000 active; AID 743266; note: potency is the fitted concentration of half-maximal effect; nearly all actives have a fitted effect of over 55% in size; some results filed as inactive show a strong effect at the top dose; inactives centre near -15; many of its hits are not listed in these tables
# Target sequence (Q03431 whole entry, looked up): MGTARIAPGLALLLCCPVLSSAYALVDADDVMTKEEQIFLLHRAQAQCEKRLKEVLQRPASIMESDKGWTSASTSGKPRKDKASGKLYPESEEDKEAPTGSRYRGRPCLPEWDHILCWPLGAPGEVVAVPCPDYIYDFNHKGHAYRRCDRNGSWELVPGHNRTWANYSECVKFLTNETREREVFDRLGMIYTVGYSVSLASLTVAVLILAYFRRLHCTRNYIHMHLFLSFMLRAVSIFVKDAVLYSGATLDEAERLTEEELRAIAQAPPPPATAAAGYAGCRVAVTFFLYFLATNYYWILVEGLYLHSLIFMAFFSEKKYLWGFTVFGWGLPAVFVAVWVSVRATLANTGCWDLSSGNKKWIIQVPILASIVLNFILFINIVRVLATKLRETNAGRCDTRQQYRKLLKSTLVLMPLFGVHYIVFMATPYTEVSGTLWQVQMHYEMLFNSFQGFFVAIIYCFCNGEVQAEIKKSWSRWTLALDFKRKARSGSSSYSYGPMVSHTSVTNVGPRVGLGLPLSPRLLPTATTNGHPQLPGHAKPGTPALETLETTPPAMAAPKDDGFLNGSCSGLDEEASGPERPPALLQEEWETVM
#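 HEK-293-derived GP2 cells expressing PTHR1 and a GloSensor cAMP reporter, 3,000/well, plated overnight, given luciferin plus IBMX (each 0.5 mM as added) for 1 h at 37 °C, then compound for 1 h at 37 °C. Luminescence was read after 15 min at room temperature.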
# DRD3 antagonist – blocks the human D3 dopamine receptor | P35462 | D3R cells, DiscoveRx beta-arrestin luminescence, antagonist mode; hits give low values | max response, negative = inhibition, % | 2.5% of 360,000 active | AID 652054; in the data active = max response below about -50%; inconclusive = no clear call, values can overlap the other calls; note: % is set by controls: 0 for no effect and ±100 for the full control effect; mostly tested at two doses, the higher about 12 µM
# Target sequence (P35462 whole entry, looked up): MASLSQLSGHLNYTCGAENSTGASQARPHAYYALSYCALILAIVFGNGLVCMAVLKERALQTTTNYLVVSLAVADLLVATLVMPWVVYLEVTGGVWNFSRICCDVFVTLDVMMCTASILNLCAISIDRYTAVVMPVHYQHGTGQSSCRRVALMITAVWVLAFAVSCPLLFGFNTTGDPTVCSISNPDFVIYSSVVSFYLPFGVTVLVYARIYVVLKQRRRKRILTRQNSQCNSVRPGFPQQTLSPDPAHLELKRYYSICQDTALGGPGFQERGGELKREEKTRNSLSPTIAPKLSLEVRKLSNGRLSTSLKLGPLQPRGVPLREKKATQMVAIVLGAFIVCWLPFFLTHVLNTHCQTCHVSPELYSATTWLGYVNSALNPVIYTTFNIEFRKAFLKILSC
#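 Cells expressing the human receptor were seeded at 1500 cells/well, incubated overnight at 37 degrees C in 5% CO2, then exposed to library compounds with dopamine controls for 90 minutes at 37 degrees C before luminescent detection.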
# EPAC2 antagonist – blocks human EPAC2 exchange factor. 0.18% of 360,000 active. Potency, µM (series often up to 114 µM), for the others: at the top dose activity, negative = inhibition, most hits filed as inhibitors. Q8WZA2. EPAC2 GEF exchange of Rap1B-BODIPY-GDP, fluorescence. AID 720708; note: potency is the fitted concentration of half-maximal effect; % is set by controls: 0 for no effect and ±100 for the full control effect; nearly all actives have a fitted effect of over 45% in size; many of its hits are not listed in these tables
# pAkt inh – blocks phosphorylation of Akt | activity change, % for hits at 50 µM | 0.32% of 360,000 active | Neuro2A IGF-stimulated pAkt S473 HTRF, 20 min; hits give low values | AID 651550; in the data active = activity change below about -80%; inconclusive = mostly about -51% to -80%; note: % is set by controls: 0 for no effect and ±100 for the full control effect
#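 Neuro2A cells (4,500/well, DMEM with 0.5% FBS) were treated with compound at a single 50 µM final concentration, stimulated with 6 nM IGF for 20 min at 37 °C, and lysed. Phospho-Akt Ser473 was read by HTRF as 665/615 ratio ×10^4.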
# DRD3 agonist – activates the human D3 dopamine receptor; P35462; D3R DiscoveRx beta-arrestin cells, luminescence, 90 min; max activation, %; 0.58% of 410,000 active; AID 652048; in the data active = max activation above about 30%; note: 0% is about no effect; mostly tested at two doses, the higher about 12 µM
#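 Agonist mode: compounds and dopamine controls were applied to plated cells for 90 min at 37 degrees C after an overnight attachment at 1500 cells/well. Luminescent read-out followed 30 - 60 minutes at room temperature with DiscoveRx detection reagent.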
# EPAC2 ag – EPAC2 (human) agonism; Q8WZA2; EPAC2 activation, biochemical qHTS; response scale: 100% = 6.5 mM cAMP response; Potency, µM (series often up to 154 µM), for the others: at the highest dose activation, usual class: activators; 0.079% of 360,000 active; AID 720711; note: potency is the fitted concentration of half-maximal effect; nearly all actives have a fitted effect of over 50% in size
#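 Fluorescence exchange assay: 100 nM EPAC2 with 250 nM RAP1B-BODIPY-GDP and 50 uM GDP; compounds tested as a concentration-titration series (qHTS). Loss of Rap1-bound BODIPY-GDP fluorescence read at 480/540 nm; data normalized to 6.5 mM cAMP.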
# CCT chaperon mod – changes cytosolic chaperonin activity | 0.3% of 360,000 active | AID 651819 | activity change, % (test concentration not listed), hits read low | purified chaperonin ATPase assay, HTRF ADP detection, 30 min; in the data active = activity change below about -30%; note: % is set by controls: 0 for no effect and ±100 for the full control effect
#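 TRiC (40 or 20 nM final, by batch activity) in 30 mM Tris pH 7.4, 100 mM KCl, 5 mM MgCl2, 1 mM DTT was treated with compound at 76 uM single dose, then 10 uM ATP, 30 min at 37 °C. ADP was read by HTRF Transcreener.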
# * marks the source's active call; other numbers are inactive results; i = inactive; u = inconclusive; x = no result given; [ ] = another dose, or the depositor's remark. Unless noted, calls come from the whole dose curve; as a rule, active = well fitted curve in the direction sought with a large enough effect; inconclusive = small, poorly fitted or top-dose-only effect, or another doubt; inactive = no such curve, though single readings can be large; an effect the other way counts as inactive or inconclusive. Some of the compounds tested; count on the stated rates, not on these rows.
# A first look (two entries):
SMILES,Mm-Cpn inhibitor,PTHR1 agonist,DRD3 antagonist,EPAC2 antagonist,pAkt inh,DRD3 agonist,EPAC2 ag,CCT chaperon mod
COc1ccc(NC(=O)CC2C(=O)N(c3cccc(OC)c3)C(=O)N2Cc2ccco2)cc1 (stereo not drawn),2%,i,-18,-1%,i,6,11%,-1.8
CCOC(=O)c1cc(C#N)c(SCC(=O)OC)[nH]c1=O,-5%,-7%,-1,-2%,i,14,8%,-1.9

# The list itself, previewed entries included:
SMILES,Mm-Cpn inhibitor,PTHR1 agonist,DRD3 antagonist,EPAC2 antagonist,pAkt inh,DRD3 agonist,EPAC2 ag,CCT chaperon mod
COc1ccc(NC(=O)CC2C(=O)N(c3cccc(OC)c3)C(=O)N2Cc2ccco2)cc1 (stereo not drawn),2%,i,-18,-1%,i,6,11%,-1.8
CCOC(=O)c1cc(C#N)c(SCC(=O)OC)[nH]c1=O,-5%,-7%,-1,-2%,i,14,8%,-1.9
O=C(Nc1cccnc1)c1cc(-c2ccccc2O)on1,0%,-81%[inhibitor],-19,11%,i,-2,9%,-0.6
COc1ccc(NC(=O)CSCC(=O)Nc2ccc(S(=O)(=O)N3CCCCC3)cc2)cc1,0%,-23%,-2,-9%,i,2,-4%,0.5
O=C1NC(=O)C2(CCCC2C(=O)O)N1 (stereo not drawn),x,i,9,-1%,i,9,1%,1.5
COc1ccc(C(=O)NCC(=O)OC2CCCCC2=O)cc1 (stereo not drawn),0%,i,-16,-6%,i,1,-8%,-0.1
Cc1c(Cl)cccc1NC(=O)Cn1nc(C)n2cccc2c1=O,4%,i,-9,0%,i,-7,-6%,1.0
N#C/C(=C\C=C\c1ccccc1)c1nc(-c2ccc3c(c2)OCO3)cs1,1%,22%,3,149%[activator],i,4,27%,-0.4
COc1ccccc1NC(=O)CN1CCC(c2nc3ccccc3[nH]2)CC1,u,-15%,-10,3%,i,-11,5%,1.7
Nc1nnc(SCC(=O)NNC(=O)c2ccccc2)s1,0%,i,5,2%,i,1,0%,0.7
Cc1ccc(NC(=O)/C(=C/C=C/c2ccccc2)NC(=O)c2ccccc2)cc1,-2%,i,3,-6%,i,7,-15%,-1.7
CN(c1ccccc1)S(=O)(=O)c1ccc2c(c1)oc(=O)n2C,-1%,i,0,-1%,i,9,1%,-2.5
Cc1ccc(-c2csc(NC(=O)c3ccccc3Cl)c2C(=O)O)cc1,-3%,-9%,34,-9%,i,7,6%,-0.4
COCCn1c(CN2CCN(c3cccc(Cl)c3)CC2)nc2c1c(=O)n(C)c(=O)n2C,0%,-30%[inhibitor],12,-15%,i,2,-2%,-0.5
O=C(COC(=O)c1cncc(Br)c1)Nc1ccc(F)c(F)c1F,-5%,i,-19,-5%,i,-11,-1%,0.0
CCOC(=O)C1(C)CCCN(C(=O)c2cccc(C#N)c2)C1 (stereo not drawn),x,-11%,2,2%,i,-11,6%,-0.2
Cc1nnc(NC(=O)c2c(-c3ccccc3)noc2C)s1,2%,15%[57.5 µM],1,7%,i,1,0%,0.3
COc1cc2c(cc1OC)C(NC(=O)C(F)(F)F)CNC2=O (stereo not drawn),-3%,i,-2,-20%,i,-1,4%,0.4
CC1(Cc2cccc(C#N)c2)C(=O)Nc2ccc(-c3cccc(C(F)(F)F)c3)cc21 (stereo not drawn),x,-86%[inhibitor],20,u,i,5,-4%,2.5
COc1ccc(S(=O)(=O)N2c3cc(C)ccc3OCC2C(C)(C)C)cc1 (stereo not drawn),1%,-29%,-24,-13%,i,-4,8%,3.2
O=C(c1ccc2c(c1)N(Cc1ccccc1)CCS2)N1CCCCC1,-6%,-12%,-23,u,i,4,19%,-2.7
O=C(COc1ccccc1)NC(NC(=S)Nc1ccccc1C(=O)O)C(Cl)(Cl)Cl (stereo not drawn),1%,-7%,-77*,-3%,i,-1,2%,-1.7
C/C(=N\N1CCN(Cc2ccccc2)CC1)c1ccco1,-2%,-62%[inhibitor],-5,5%,i,-14,-8%,2.7
CCN1CCN(C(CCc2ccccc2)C(=O)NC2CCCCC2)CC1 (stereo not drawn),x,-14%,-73*,13%,i,-14,3%,0.7
C=CCC(=O)N(CC)CC1CCCN(CCc2cccc(F)c2)C1 (stereo not drawn),-9%,-41%,4,4%,i,-14,-1%,1.5

# Reprinted at random: 5 records from the list.
SMILES,Mm-Cpn inhibitor,PTHR1 agonist,DRD3 antagonist,EPAC2 antagonist,pAkt inh,DRD3 agonist,EPAC2 ag,CCT chaperon mod
Nc1nnc(SCC(=O)NNC(=O)c2ccccc2)s1,0%,i,5,2%,i,1,0%,0.7
C=CCC(=O)N(CC)CC1CCCN(CCc2cccc(F)c2)C1 (stereo not drawn),-9%,-41%,4,4%,i,-14,-1%,1.5
O=C1NC(=O)C2(CCCC2C(=O)O)N1 (stereo not drawn),x,i,9,-1%,i,9,1%,1.5
O=C(c1ccc2c(c1)N(Cc1ccccc1)CCS2)N1CCCCC1,-6%,-12%,-23,u,i,4,19%,-2.7
Cc1nnc(NC(=O)c2c(-c3ccccc3)noc2C)s1,2%,15%[57.5 µM],1,7%,i,1,0%,0.3

# Returning to the listing with the 2 entries that preceded the break.
SMILES,Mm-Cpn inhibitor,PTHR1 agonist,DRD3 antagonist,EPAC2 antagonist,pAkt inh,DRD3 agonist,EPAC2 ag,CCT chaperon mod
CCN1CCN(C(CCc2ccccc2)C(=O)NC2CCCCC2)CC1 (stereo not drawn),x,-14%,-73*,13%,i,-14,3%,0.7
C=CCC(=O)N(CC)CC1CCCN(CCc2cccc(F)c2)C1 (stereo not drawn),-9%,-41%,4,4%,i,-14,-1%,1.5
O=C(CSCCO)Nc1ccc(C2CCCCC2)cc1,0%,i,-6,-7%,i,5,-4%,0.9
COc1ccc(C=C(C(=O)c2ccccc2)C(=O)c2ccccc2)cc1,x,-36%[inhibitor],-28,-23%,i,-10,8%,1.1
COc1ccc(C)cc1NC(=O)CO/N=C(\N)CC(=O)Nc1ccccc1OC,-4%,-7%,-2,-8%,i,0,4%,-0.6
COc1ccc(C(=O)n2nc(C)c(Br)c2C)cc1,1%,-8%[57.5 µM],6,-2%,i,-4,2%,-2.1
CC(C)(C)c1cc(NC(=O)COC(=O)c2ccc(O)cc2O)n(-c2ccccc2)n1,-1%,-43%[inhibitor],5,-3%,i,1,-5%,-2.6
O=C1C=CC(O)C2(CO)OC12 (stereo not drawn),x,-39%[inhibitor],12,2%,i,3,3%,0.8
COCCCNC(=O)Cn1cc(C(C)=O)c2ccccc21,0%,-54%,2,-6%,i,0,-6%,0.7
CN1/C(=C\C(=O)COC(=O)c2ccccc2O)C(C)(C)c2ccccc21,u,-35%[inhibitor],25,-13%,i,14,1%,0.4
N#C/C(C(=O)c1ccccc1)=C1/CCCN1,2%,-11%[57.5 µM],5,3%[57.1 µM],i,-5,4%,-3.4
CC(=O)n1nc(-c2ccccc2)nc1NCc1ccc(N(C)C)cc1,0%,i,4,-13%,i,3,3%,-2.6
CCOC(=O)C1(CC2CCCCO2)CCN(Cc2cc(F)ccc2-n2cccn2)CC1 (stereo not drawn),-2%,i,11,4%,i,-1,0%,-0.1
COc1ccc(NC(=O)c2cc(C3CCCCN3C(=O)CCCc3ccccc3)on2)c(C)c1 (stereo not drawn),x,-6%,13,5%,i,-1,14%,-2.2
CCN=C1SC(CC(=O)Nc2ccccc2OCC)C(=O)N1CC (stereo not drawn),-1%,i,-7,0%,i,-2,3%,-2.4
CCc1ccc(NC(=O)c2n[nH]c(=O)c3ccccc23)cc1,0%,i,4,4%,i,-6,1%,2.2
COc1ccc(OCCNc2cc(N3CCCCC3)ccc2[N+](=O)[O-])cc1,-1%,-12%,-14,8%,i,-6,0%,3.1
O=C(O)CCC(=O)N1CCN(c2nc(-c3ccccc3Cl)c3cc(Br)ccc3n2)CC1,u,-66%[inhibitor][57.5 µM],u,-30%,i,1,0%,-0.7
Cc1cc(C)n(C(=O)CNc2ccccc2Cl)n1,0%,i,-4,4%,-127%*,-5,6%,-2.5
Cc1ccc(NC(=O)c2ccccc2)cc1,-1%,i,-17,-4%,i,-5,4%,-1.7
O=S(=O)(NC1CCCC1)c1ccc(S(=O)(=O)N2CCCN(Cc3ccccc3)C2)cc1,1%,i,-8,-2%,i,-33,7%,-1.0
CSc1ccccc1NC(=O)C1CC(c2c(F)cccc2Cl)=NO1 (stereo not drawn),0%,-13%,5,-17%,i,2,27%,-0.2
COc1cccc(C(=O)NN2C(=O)C3C4C=CC(O4)C3C2=O)c1 (stereo not drawn),-2%,i,8,0%,i,4,11%,-1.2
Cn1nnnc1NN=Cc1ccccc1,x,i,-10,-4%,i,2,2%,-0.9
CN1CCN(c2ccc3c(c2)OC[C@H](Cc2ccccc2)NS3(=O)=O)CC1,x,-33%[inhibitor],-23,8%,i,-8,11%,0.8
O=C(NCCCN1CCc2ccccc2C1)C1CCN(c2nnc(-n3cccc3)s2)CC1,3%,i,-82*,6%,i,-9,6%,0.3
Cc1ccc(OCCOc2ccc(S(=O)(=O)N3CCCC3)cc2C(N)=O)cc1,0%,-20%,-8,32%[activator],i,-9,0%,0.3
SMILES,Mm-Cpn inhibitor,PTHR1 agonist,DRD3 antagonist,EPAC2 antagonist,pAkt inh,DRD3 agonist,EPAC2 ag,CCT chaperon mod
FC(F)(F)c1nnc2ccc(NCn3nnc4ccccc43)nn12,-1%,i,-5,21%,i,-4,3%,1.8
Cc1ccc(/C=C2\SC(=S)N(Cc3ccccc3)C2=O)o1,-1%,-23%[57.5 µM],-29,-1%,i,-7,8%,-2.1
Cc1ccc(C(=O)C2CCNCC2)cc1,-3%,i,-65*,3%,i,-6,6%,-2.6
COC(=O)c1ccccc1NC(=O)Cc1nc(-c2ccccc2)sc1-c1ccc(C)cc1,u,-20%,24,-4%,i,3,3%,-1.1
CC1(C)Cc2c(cnn2-c2ccccc2)C(=O)/C1=N\NC(=O)c1ccccc1O,1%,-27%[57.5 µM],34,-1%,i,6,18%,-2.1
N#CCCN(C(=S)NC(=O)C1CCCCC1)c1ccccc1F,0%,-20%,0,2%,i,2,8%,-0.3
CCOC(=O)N1CCN(S(=O)(=O)c2cccc3cccnc23)CC1,1%,i,3,5%,i,1,12%,-0.8
